# High-throughput results from PubChem.
# HP1b binding inh = HTS for Inhibitors of HP1-beta Chromodomain Interactions with Methylated Histone Tails | Potency, µM (highest dose often 114 µM), inactives show top-dose activity change, negative = inhibition, hits mostly inhibitors | actives 0.56% (n = 390,000) | AlphaScreen HP1-beta / biotin-H3K9me3 peptide binding | Chromobox protein homolog 1 (Homo sapiens), P83916; further: nearly all actives have a fitted effect of over 70% in size; inactives centre near 23
#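 AlphaScreen: HP1-beta (50 nM) preformed 30 min with biotin-H3(1-18)K9me3 peptide (50 nM) in PBS pH 7.4, 0.01% Tween-20. Compound added for 30 min at RT, then streptavidin donor/nickel chelate acceptor beads (10 ug/mL) for 30 min.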
# Tb PGK inh = qHTS Assay to Find Inhibitors of Phosphoglycerate Kinase | Phosphoglycerate kinase, glycosomal (Trypanosoma brucei brucei), P07378 | PGK/GAPDH coupled, Kinase-Glo luminescence, 60 min | Potency, µM (titrated, usually from 57.5 µM), inactives show at the top dose activity change, negative = inhibition, actives largely listed as inhibitors | actives 0.043% (n = 380,000) | AID 602233, 2012; further: on the % scale 0 is the no-effect control and ±100 the full control effect; nearly all actives have a fitted effect of over 60% in size
# Target sequence (P07378 whole entry, looked up): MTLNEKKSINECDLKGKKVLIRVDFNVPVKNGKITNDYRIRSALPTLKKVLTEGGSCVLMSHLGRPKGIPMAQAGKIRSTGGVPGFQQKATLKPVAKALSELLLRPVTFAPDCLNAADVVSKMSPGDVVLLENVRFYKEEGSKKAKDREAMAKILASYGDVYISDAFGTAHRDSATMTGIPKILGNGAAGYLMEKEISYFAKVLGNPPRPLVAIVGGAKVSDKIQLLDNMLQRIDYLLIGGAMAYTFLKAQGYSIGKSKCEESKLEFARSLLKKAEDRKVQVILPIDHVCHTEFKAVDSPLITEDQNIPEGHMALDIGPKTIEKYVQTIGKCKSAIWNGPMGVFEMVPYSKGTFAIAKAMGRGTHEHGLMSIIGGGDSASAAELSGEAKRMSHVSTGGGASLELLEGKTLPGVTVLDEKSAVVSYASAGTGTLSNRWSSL
#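 Luminescent ATP detection (Kinase-Glo Plus) follows a 60-minute room-temperature incubation, with wells lacking PGK as controls. Buffer: 100 mM TEA (pH 7.6), 5 mM MgCl2, 0.01% Tween-20. Coupling enzyme GAPDH (100 nM final) supplies unstable 1,3-BPG in-well.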
# RGS4 inhibitor = Inhibitors of Regulator of G Protein Signaling (RGS) 4: qHTS. AID 504845, 2011. Potency, µM (top dose mostly 114 µM), for the others: at the highest dose activity change, negative = inhibition, actives largely listed as inhibitors. Transcreener GDP fluorescence polarization, RGS4-accelerated GTP hydrolysis. Regulator of G-protein signaling 4 (Homo sapiens), P49798. actives 0.039% (n = 390,000); further: on the % scale 0 is the no-effect control and ±100 the full control effect; nearly all actives have a fitted effect of over 75% in size; some results filed as inactive show a strong effect at the top dose
#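 MLSMR compounds (23 nl, pin-transferred) preincubated 10 min at room temperature with a 500nM (2x) first reagent, then RGS4 at 900nM (2x) plus Transcreener GDP mix added; fluorescence polarization (620/688 nm) read before and after 90 min at 30 °C.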
# ERG Ets-DNA blk = qHTS for Small Molecule Inhibitors of the ERG Ets/DNA interaction; Potency, µM (series often up to 76.9 µM), for inactives: top-dose FP activity, negative = inhibition, most hits filed as inhibitors; fluorescence polarization, His-ERG Ets domain / labelled DNA; actives 0.028% (n = 370,000); active means well fitted inhibition curve with a large enough effect in the polarisation, with a control signal flat; inconclusive means small, poorly fitted or top-dose-only effect, or effect the other way, or a change in a side signal; inactive means no such curve, though single readings can be large or run the other way; the % refers to the polarisation;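 further: polarization taken with two DNA probes labelled with fluorescein and Texas red; % of control where 0% means no effect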
#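 His-tagged ERG Ets domain (1 uM in the protein solution; 300mM KCl, 50mM Tris-HCl, 1mM EDTA, 1mM DTT, pH 7.5) received compound, then a probe mix of 5 nM fluorescein-DNA and 100nM Texas-615-DNA. Fluorescence polarization was read for both dyes.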
# JMJD2A Tudor = qHTS Assay for Inhibitors of JMJD2A-Tudor Domain; Lysine-specific demethylase 4A (Homo sapiens), O75164; AlphaScreen JMJD2A-Tudor / H3K4me3 peptide binding; Potency, µM (top dose mostly 114 µM), for inactives: at the highest dose activity change, negative = inhibition, most hits filed as inhibitors; actives 4.4% (n = 390,000); further: on the % scale 0 is the no-effect control and ±100 the full control effect; nearly all actives have a fitted effect of over 50% in size
# GLS inhibitor = qHTS for Inhibitors of Glutaminase (GLS) | Glutaminase kidney isoform, mitochondrial (Homo sapiens), O94925 | GLS enzymatic activity, qHTS titration | Potency, µM (series often up to 45.5 µM), inactives show top-dose activity change, negative = inhibition, hits mostly inhibitors | actives 0.21% (n = 410,000) | AID 624170, 2012; further: on the % scale 0 is the no-effect control and ±100 the full control effect
#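 Assay buffer: 45 mM KH2PO4 pH 8.2, 0.02% Tween-20. hKGA acts on L-glutamine (1 mM solution added); product glutamate is reported by an oxidase/peroxidase Amplex Red coupling, with fluorescence taken at baseline and 30 min.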
# 12-LOX inh = Primary qHTS assay for inhibitors of human arachidonate 12S-lipoxygenase (ALOX12): Round 2; purified 12hLO, xylenol orange hydroperoxide absorbance; Potency, µM (top dose mostly 108 µM), without a hit: top-dose activity change, negative = inhibition, usual class: inhibitors; actives 1.1% (n = 580,000); AID 1671190, 2021; further: on the % scale 0 is the no-effect control and ±100 the full control effect
#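 Purified human 12hLO (150 nM final) in 25 mM Hepes, 0.01% Triton X-100, pH 7.0 was preincubated 15 min at room temperature with compound. Then 40 uM arachidonic acid was added, 30 min. Hydroperoxide was read by Fe-XO absorbance ratio 573/405 nm.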
# rTrxR1 inhibitor = qHTS Assay for Inhibitors of Mammalian Selenoprotein Thioredoxin Reductase 1 (TrxR1): qHTS; AID 588453, 2011; actives 1% (n = 390,000); Potency, µM (highest dose often 114 µM), for the others: at the highest dose activity change, negative = inhibition, most hits filed as inhibitors; Thioredoxin reductase 1, cytoplasmic (Rattus norvegicus), O89049; recombinant rTrxR1, NADPH fluorescence consumption, selenite substrate; further: on the % scale 0 is the no-effect control and ±100 the full control effect; nearly all actives have a fitted effect of over 65% in size
# Target sequence (O89049 whole entry, looked up): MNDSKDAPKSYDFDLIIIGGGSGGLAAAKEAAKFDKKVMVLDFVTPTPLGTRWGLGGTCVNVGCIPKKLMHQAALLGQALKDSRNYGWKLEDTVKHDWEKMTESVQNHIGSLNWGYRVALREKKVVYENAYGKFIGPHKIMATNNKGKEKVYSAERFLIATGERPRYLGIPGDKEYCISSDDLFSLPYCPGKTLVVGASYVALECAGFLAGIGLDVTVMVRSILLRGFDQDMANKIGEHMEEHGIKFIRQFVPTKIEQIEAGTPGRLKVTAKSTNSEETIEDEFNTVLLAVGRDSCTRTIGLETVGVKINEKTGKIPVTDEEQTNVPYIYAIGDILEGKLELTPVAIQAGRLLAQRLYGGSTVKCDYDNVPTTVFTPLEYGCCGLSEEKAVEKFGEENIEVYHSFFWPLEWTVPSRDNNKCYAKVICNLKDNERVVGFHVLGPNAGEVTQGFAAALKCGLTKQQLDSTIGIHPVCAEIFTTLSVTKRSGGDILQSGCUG
#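 Rat TrxR1 (90 nM in the dispensed reagent) was pre-reduced with 400 uM NADPH for 5 min at room temperature, then incubated with compound for 15 min. After 400 uM selenite was added, NADPH fluorescence (Ex 340/Em 450 nm) was followed for 8 min.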
# Pin1 inh = qHTS Assay to Find Inhibitors of Pin1. Peptidyl-prolyl cis-trans isomerase NIMA-interacting 1 (Homo sapiens), Q13526. actives 0.009% (n = 390,000). Potency, µM (top dose mostly 115 µM), for inactives: top-dose activity, negative = inhibition, hits mostly inhibitors. Pin1 FP peptide displacement, HiFluor488, 10 min. AID 504891, 2011; active means well fitted inhibition curve with a large enough effect in the polarisation, with a control signal flat, not every such curve was filed as active; inconclusive means small, poorly fitted or top-dose-only effect, or effect the other way, or a change in a side signal; inactive means no such curve, though single readings can be large or run the other way; the % refers to the polarisation; further: on the % scale 0 is the no-effect control and ±100 the full control effect
# An asterisk follows results filed as active; i = inactive; ? = inconclusive; . = no result given; [ ] = dose if it differs, or a comment. Unless noted, the call rests on the fitted dose curve; in most records, active means well fitted curve in the direction sought with a large enough effect; inconclusive means small, poorly fitted or top-dose-only effect, or another doubt; inactive means no such curve, though single readings can be large; an effect the other way counts as inactive or inconclusive. Potency means the concentration at half of the fitted maximal effect. These rows are one share of the data; rates above refer to the full screens.
canonical_smiles	HP1b binding inh	Tb PGK inh	RGS4 inhibitor	ERG Ets-DNA blk	JMJD2A Tudor	GLS inhibitor	12-LOX inh	rTrxR1 inhibitor	Pin1 inh
COC(=O)c1cc2c(C)nn(-c3ccccc3)c2s1	32%[activator]	i	-14%	4%	-15%	0%	0%	8%[57.1 µM]	-2%
C=CCn1c(=O)c2ccccc2n2c(SCC(=O)N3CCCc4ccccc43)nnc12	32%[activator]	6%	-9%	-9%	-4%	6%	?	-5%	-16%
O=C(NCc1ccc(Cl)cc1)c1cnc2sc(N3CCCCCC3)nn2c1=O	-13%	-3%	-8%	1%	-17%	-8%	-27%	9%[57.1 µM]	2%
COc1ccc(-n2nc(C(=O)Nc3cc(C)ccn3)c3c4ccccc4n(C)c3c2=O)cc1	24%	.	4%	3%	-1%	2%	-21%	22%	-2%
CC(=O)NC(Cc1ccccc1)C(=O)OCC(=O)c1ccc(Cl)cc1 (configuration not stated)	8%	-4%	2%	-8%	-3%	0%	0%	-8%	-5%
NC(=O)C[C@@H]1NC(=O)CNC(=O)c2cc([N+](=O)[O-])cc(I)c2NCCC(C(N)=O)NC1=O (some centres not stated)	23%	0%	-2%	-1%	-4%	-8%	-12%	-3%[57.1 µM]	4%
CC(=O)c1c(C)nn(C(C)CC(=O)O)c1C (configuration not stated)	35%	-10%	8%	13%	-19%	-3%	?	-6%[57.1 µM]	-13%
Cc1onc(-c2ccccc2Cl)c1C(=O)Nc1ccccc1O	11%	-7%	21%	-1%	-10%	?	-8%	23%	-15%
COc1ccc(OCCNC(=O)/C=C/c2ccc([N+](=O)[O-])cc2)cc1	-7%	-1%	-11%	8%	-30%	5%	?	-3%	2%
CCOCCCNc1ncnc2c1[nH]c1ccccc12	33%	-2%	-19%	-2%	-6%	12%	0%	-9%	0%
O=C(Nc1ccc(OC(F)F)cc1)c1cc(S(=O)(=O)N2CCCCC2)ccc1N1CCOCC1	29%	3%	-10%	-1%	-2%	0%	-1%	19%	4%
Cn1c(=O)c2c(nc(Cl)n2CC(=O)NC2(C#N)CCCCC2)n(C)c1=O	13%	-6%	2%	-4%	-5%	7%	?	8%	-1%
Cc1noc(C)c1COc1cccc(C(=O)OC(C)C(=O)Nc2c(C)n(C)n(-c3ccccc3)c2=O)c1 (configuration not stated)	29%	-5%	-9%	-2%	1%	2%	-15%	-8%	1%
CN(C(=O)COC(=O)c1ccccc1OCc1ccc(F)cc1)C1CCS(=O)(=O)C1 (configuration not stated)	16%	-6%	-6%	0%	-6%	-7%	6%	21%	-8%
Cc1cc(NC(=O)CSc2n[nH]c(-c3ccccc3Br)n2)no1	13%[57 µM]	-6%	-6%	-6%	-12%	5%	-1%	0%[2.29 µM]	-12%
Cc1ccc(O)c(CNn2cnnc2)c1	27%	.	-10%	.	-7%	-1%	7%	15%	-9%
c1ccc2c(-c3csc(-c4ccncc4)n3)c[nH]c2c1	45%[activator]	-12%	7%	-7%	7%	1%	-27%	15%	3%
COc1cccc(/C=C/C(=O)c2ccc(NS(=O)(=O)c3ccc(C)cc3)cc2)c1	-18%	0%	3%	-9%	?	5%	-7%	?	23%
COc1cc(C(=O)NNC(=S)Nc2ccc(S(N)(=O)=O)cc2)cc(OC)c1OC	-10%	i	?	1%	-5%[11.4 µM]	?	?	11%[57.1 µM]	-2%
Cc1cccc(NC(=S)NCCc2ccc(S(N)(=O)=O)cc2)c1C	1%	-1%	12%	-11%	-19%	0%	-28%	12%[57.1 µM]	?
Cc1ccc(S(=O)(=O)Nc2nc3ccccc3nc2Nc2cccc(S(=O)(=O)N3CCCC3)c2)cc1	41%[activator]	-2%	19%[11.4 µM]	53%	-6%[11.4 µM]	1%	?	-3%	?
Fc1ccccc1COc1cccc(/C=N/n2cnnc2)c1	12%	i	-2%	-10%	-15%	0%	0%	19%[57.1 µM]	-5%
CCOC(=O)c1cc(S(=O)(=O)Nc2cc(OC)ccc2OC)[nH]n1	-4%[57 µM]	2%	1%	2%	?	33%[activator]	-16%	16%[57.1 µM]	-6%
COc1cc(C2NC(=O)NC(c3ccccc3)=C2C(C)=O)cc([N+](=O)[O-])c1O (configuration not stated)	39%[activator]	i	1%	2%	-4%	1%	-3%	15%	1%
CC(=O)Oc1cccc(/C=N\NC(=O)C(=O)N/N=C/c2cccc(OC(C)=O)c2)c1	-1%	-4%	?	2%	-11%	1%	187%[activator]	-26%	-10%
COc1ccc(/C(C)=N/NC(=O)CNC(=O)C(c2ccccc2)c2ccccc2)c(OC)c1	41%[activator]	3%	4%	-1%	-14%	-9%	2%	2%	0%
CCOCCCn1c(SCC(=O)Nc2ccc(C(C)C)cc2)nc2c(sc3ccccc32)c1=O	23%	-2%	16%	0%	-16%	11%	-28%	10%[57.1 µM]	-9%
CCOC(=O)c1c(C)[nH]c(C)c1C(=O)COc1ccc(NC(=O)c2ccco2)cc1	-1%	-7%	3%	-10%	?	-1%	43%[activator]	-3%	?
CN1CCN(S(=O)(=O)c2ccc3ccccc3c2)CC1	34%	-5%	5%	4%	-20%	5%	436%[activator]	10%[57.1 µM]	1%
O=C(NCCCN1CCOCC1)c1cc(-c2ccc(F)cc2)nc2ccccc12	30%	-4%	-5%	18%	9%	-15%	5%	20%	-4%
O=C(Cc1ccc(S(=O)(=O)N2CCOCC2)s1)Nc1ccc(S(=O)(=O)N2CCCCC2)cc1	-3%	-10%	-2%	-3%	-23%	-7%	.	10%	?
COc1ccccc1NC(=O)N1CCCC1C(=O)Nc1ccc2c(c1)OCCO2 (configuration not stated)	50%[activator]	i	2%[11.4 µM]	11%	6%	-7%	3%	15%	3%
C/C(=N\NC(=O)c1cccc(S(=O)(=O)Nc2cccc(Cl)c2)c1)c1cccs1	42%[activator]	-5%	-5%	-8%	-10%	5%	1%	9%	-1%
Cc1cc2c(cc1S(=O)(=O)Nc1cccc(F)c1C)NC(=O)CO2	0%	-2%	13%	-3%	-18%	21%	-15%	12%[57.1 µM]	-1%
CCOC(=O)c1ccc(NC(=S)NN2CCOCC2)cc1	37%	-1%	8%	1%	-11%	31%[activator]	-16%	-28%	3%
CC(C(=O)Nc1ccc2c(c1)OCO2)N1CCC(N2CCCCC2)CC1 (configuration not stated)	-26%	-6%	-1%	0%	25µM*	1%	-41%	3%	-5%
CCOc1nc(-c2ccc(OC)cc2)ccc1-c1noc(-c2ccncc2)n1	12%	-3%	-22%	-14%	-24%	-14%	4%	14%	5%
CCC(C)NC(=O)C1c2ccccc2C(=O)N1Cc1cc(OC)ccc1OC (configuration not stated)	8%	-6%	-11%	-15%	-19%	-14%	-24%	20%	3%
O=S(=O)(c1cccc(Br)c1)N1CCN(CCc2ccccc2)CC1	90%[activator]	-10%	-20%	16%	12%	-19%	?	24%	-4%
O=C(/C=C/c1ccc(Cl)cc1)N1CCN(c2c(Cl)cccc2[N+](=O)[O-])CC1	?	-3%	-11%	-2%	?	5%	-27%	9%[57.1 µM]	-6%

# Among those listed so far, these contain fluorine.
canonical_smiles	HP1b binding inh	Tb PGK inh	RGS4 inhibitor	ERG Ets-DNA blk	JMJD2A Tudor	GLS inhibitor	12-LOX inh	rTrxR1 inhibitor	Pin1 inh
O=C(Nc1ccc(OC(F)F)cc1)c1cc(S(=O)(=O)N2CCCCC2)ccc1N1CCOCC1	29%	3%	-10%	-1%	-2%	0%	-1%	19%	4%
CN(C(=O)COC(=O)c1ccccc1OCc1ccc(F)cc1)C1CCS(=O)(=O)C1 (configuration not stated)	16%	-6%	-6%	0%	-6%	-7%	6%	21%	-8%
Fc1ccccc1COc1cccc(/C=N/n2cnnc2)c1	12%	i	-2%	-10%	-15%	0%	0%	19%[57.1 µM]	-5%
O=C(NCCCN1CCOCC1)c1cc(-c2ccc(F)cc2)nc2ccccc12	30%	-4%	-5%	18%	9%	-15%	5%	20%	-4%
Cc1cc2c(cc1S(=O)(=O)Nc1cccc(F)c1C)NC(=O)CO2	0%	-2%	13%	-3%	-18%	21%	-15%	12%[57.1 µM]	-1%
